LEDGF integ inh: blocks HIV-1 LEDGF/p75-dependent DNA integration; TR-FRET IN-LEDGF/p75 DNA integration, Eu/Cy5; hit rate 0.64% among 370,000; inhibition, % at 3.7 µM;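 active = inhibition above the screen-wide mean plus 3 SD, cut at about 13% in these data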;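 note: signal is the Cy5 over europium emission ratio at 671 and 618 nm; 0% = plate median of compound wells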
KLK7 zymogen act: activates the human kallikrein-7 zymogen. activation, % at 7 µM. purified proKLK7, EDANS-DABCYL substrate fluorescence; 100% is mature enzyme control, 0% vehicle. P49862. hit rate 0.9% among 370,000. AID 652039;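 active = activation above the mean of all tested compounds plus 3 SD, computed per campaign excluding outliers beyond control limits, cut at about 13% in these data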
Target sequence (P49862 whole entry, looked up): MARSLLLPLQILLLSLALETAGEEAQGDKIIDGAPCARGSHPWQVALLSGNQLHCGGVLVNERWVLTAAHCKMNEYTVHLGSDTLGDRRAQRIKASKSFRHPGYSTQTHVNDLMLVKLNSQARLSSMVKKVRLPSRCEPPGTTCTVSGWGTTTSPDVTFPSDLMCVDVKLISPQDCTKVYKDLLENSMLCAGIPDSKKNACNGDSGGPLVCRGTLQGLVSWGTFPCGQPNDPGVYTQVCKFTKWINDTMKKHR
UHRF1 binding: UHRF1 methyl-DNA binding inhibition; UHRF1 binding to methylated oligo, TR-FRET; hit rate 0.75% among 370,000; inhibition, % at 4.4 µM; Q96T88; AID 687016; in the data active = inhibition above about 21%;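 note: UHRF1 SRA domain binding a hemimethylated CpG hairpin DNA probe; 0% = median of test compound wells and 100% = reference inhibitor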
Target sequence (Q96T88 whole entry, looked up, the tested form may be a part): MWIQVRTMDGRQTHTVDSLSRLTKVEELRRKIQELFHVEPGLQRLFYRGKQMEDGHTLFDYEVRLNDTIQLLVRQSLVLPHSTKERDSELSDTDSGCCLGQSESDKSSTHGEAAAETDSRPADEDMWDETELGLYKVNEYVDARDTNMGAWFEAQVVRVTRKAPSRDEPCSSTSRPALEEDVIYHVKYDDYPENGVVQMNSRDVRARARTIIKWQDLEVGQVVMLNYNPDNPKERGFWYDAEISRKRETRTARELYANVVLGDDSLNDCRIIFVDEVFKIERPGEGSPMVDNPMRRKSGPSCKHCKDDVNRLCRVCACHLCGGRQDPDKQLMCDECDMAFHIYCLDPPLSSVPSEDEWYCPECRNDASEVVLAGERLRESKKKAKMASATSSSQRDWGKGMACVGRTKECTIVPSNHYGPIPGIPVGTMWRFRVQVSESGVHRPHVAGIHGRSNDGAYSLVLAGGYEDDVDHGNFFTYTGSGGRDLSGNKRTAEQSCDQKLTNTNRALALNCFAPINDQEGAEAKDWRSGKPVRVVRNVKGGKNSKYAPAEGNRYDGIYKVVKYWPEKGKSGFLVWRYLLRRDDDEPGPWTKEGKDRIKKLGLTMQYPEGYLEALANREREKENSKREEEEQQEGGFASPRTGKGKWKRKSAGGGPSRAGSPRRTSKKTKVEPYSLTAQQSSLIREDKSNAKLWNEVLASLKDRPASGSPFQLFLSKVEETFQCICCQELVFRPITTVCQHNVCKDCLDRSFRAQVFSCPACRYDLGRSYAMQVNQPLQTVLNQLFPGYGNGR
PRMT1 inh: blocks human protein arginine methyltransferase 1. recombinant PRMT1, activity-based probe fluorescence polarization. inhibition, % at 2.79 µM. hit rate 1.3% among 370,000. AID 652257;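 active = inhibition above about 21% made by adding two undisclosed values, limit read from the data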
TDP2 absorb: blocks human TDP2 phosphodiesterase activity. AID 720702. inhibition, % at 12.8 µM. hit rate 0.34% among 370,000. O95551. recombinant TDP2, T5PNP hydrolysis, p-nitrophenol absorbance 415 nm;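 active = inhibition above the mean of all tested compounds plus 3 SD, set per campaign, cut at about 25% in these data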;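 note: 0% = DMSO with enzyme and 100% = buffer with substrate but no TDP2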
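System – recombinant human TDP2 · Quantity – TDP2 enzyme at 120 nM final · Doses – single concentration, 12.8 µM nominal, with 1% DMSO · Incubation – 2 h at 37 °C · Measured by – epi absorbance of p-nitrophenol freed from T5PNP by hydrolysis · Read-out – % inhibition relative to enzyme-containing and enzyme-free wells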
DDE Tn7 FP inh: inhibitors of Tn7 peptide binding to human fibrin DD(E). P02675. FP displacement of FITC-Tn7 peptide from fibrin DD(E); 0% = median of compound wells per plate. inhibition, % at 8.3 µM. hit rate 0.13% among 370,000. AID 720508;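 active = inhibition above the mean of compounds falling within the control limits plus 3 SD of them, cut at about 14% in these data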;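 note: 0% = plate median of compound wells and 100% = 10 µM Aha-Tn7 peptide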
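system = human fibrin DD(E) protein | quantity = DD(E) 2 µM final | medium = Tris/NaCl/CaCl2 buffer, pH 7.8 | also added = labelled Tn7 tracer, 0.1 µM | compound dosing = single point at 8.3 µM | timing = compound with protein 10 min, then 3 h after probe, room temperature | signal = FP measurement | benchmarks = Aha-Tn7 high control | repeats = one replicate per compound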
TCR-CD3 inh: inhibitors of human TCR-CD3 interaction; TAMRA-labeled TCR probe fluorescence, biochemical; hit rate 0.37% among 360,000; inhibition, % at 9.4 µM; in the data active = inhibition above about 19%;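 note: recombinant mutant TCR 2C K166C tagged with TAMRA read by polarization; 0% = receptor in buffer alone and 100% = receptor with positive control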
MBD2 DNA inh: inhibitors of human MBD2 binding to methylated oligonucleotide; TR-FRET; inhibition, % at 4.4 µM; hit rate 0.31% among 370,000; AID 686964; in the data active = inhibition above about 13%
DDE Tn6 FP inh: disrupts Tn6 cyclic peptide binding to fibrin D-Dimer-E complex; Fibrin DD(E) TRITC-Tn6 fluorescence polarization displacement; inhibition, % at 8.3 µM; hit rate 0.21% among 370,000; P02675;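 active = inhibition above a per-campaign cutoff: mean of compounds within control limits plus 3 SD, cut at about 15% in these data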;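 note: 0% = median of all compound wells on the plate and 100% = blocking peptide control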
SIAE inh: inhibitors of human sialic acid acetylesterase SIAE; Q9HAT2; SIAE FP-Rh probe binding, fluorescence polarization; inhibition, % at 9.66 µM; hit rate 0.69% among 370,000;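 active = inhibition above a cutoff: mean of compounds within the control limits plus 3 SD of those, cut at about 17% in these data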;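 note: 0% = plate median of compound wells and 100% = probe without SIAE protein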
Starred values were filed as active, the others as inactive.

SMILES	LEDGF integ inh	KLK7 zymogen act	UHRF1 binding	PRMT1 inh	TDP2 absorb	DDE Tn7 FP inh	TCR-CD3 inh	MBD2 DNA inh	DDE Tn6 FP inh	SIAE inh
COc1ccc(-c2nc(CS(=O)(=O)CC(=O)NCc3cccc(Br)c3)c(C)o2)cc1	2	0.2	-2	-4	-3	2	1	3	-7	-5
CC(=O)n1cc([C@H]2C=C(C(=O)N3CCN(Cc4ccc5c(c4)OCO5)CC3)O[C@@H](OCCCCO)C2)c2ccccc21	-2	-0.1	-3	0	0	5	1	1	2	0
Cc1ccc(C(=O)C2C(c3cccs3)NC(=O)NC2(O)C(F)(F)F)cc1 (stereo not given)	-2	1.1	0	1	0	6	1	4	6	-13
Cc1ccc(S(=O)(=O)NCCC(=O)NCc2ccc(Cl)cc2)cc1C	2	0.5	13	0	0	0	-5	-1	4	-5
COCCOc1nc2c(c(=O)n(C)c(=O)n2C)n1CCc1ccccc1	-4	0.0	0	6	-11	1	2	5	-6	-6
FC(F)(F)c1cccc(-c2nn[nH]n2)c1	-3	1.0	4	0	-16	4	2	-2	3	7
Cc1nc(C)c(-c2ccc(SCc3ccccc3F)nn2)s1	-7	-0.3	6	6	-11	-2	-8	4	-4	-5
COc1ccc(Cl)cc1-c1cc(C(=O)NCc2ccco2)[nH]n1	-2	0.2	-1	1	0	5	1	-3	8	-6
CCCCN(CCCC)S(=O)(=O)c1c(C)[nH]c(=O)[nH]c1=O	-2	-0.1	1	2	8	2	-6	4	0	-6
COc1ccc(C(=O)NCCSCc2cccc(Cl)c2)cc1OC	-5	-0.6	3	0	-9	0	3	2	3	-6
O=C(CCCOC(=O)c1ccc(O)cc1)c1ccccc1	-1	-0.6	-1	0	6	0	7	-5	4	-3
CC1CC1C(=O)OCC(=O)Nc1ccc(S(=O)(=O)N2CCOCC2)cc1 (stereo not given)	0	0.0	-2	-2	-3	3	-1	4	-3	0
CNC(=O)c1ccc(NC(=O)CCNC(=O)Nc2ccccc2)cc1	-3	0.1	2	4	17	-1	-10	1	-8	1
O=C1C2ON(c3ccc(Cl)cc3)C(c3ccco3)C2C(=O)N1c1ccccc1 (stereo not given)	1	0.5	13	4	3	-1	0	5	8	5
CCC1Nc2ncnc(N3CCCCC3)c2N(Cc2ccc(Br)cc2)C1=O (stereo not given)	0	-0.3	-1	1	-14	-4	6	-4	2	7
COc1cc2nc(CN3CCN(S(=O)(=O)c4ccc(Br)cc4)CC3)[nH]c(=O)c2cc1OC	-3	-1.0	-1	-2	-1	-3	3	-2	6	-5
Cc1cc(OCC(=O)OCC(=O)N2CCCc3ccccc32)ccc1Cl	2	-0.2	-2	2	0	0	4	-5	0	1
COc1cc(NS(=O)(=O)c2ccc(Br)s2)cc(OC)c1	0	0.9	-2	-4	3	-4	10	-2	2	-1
C[C@@H]1CCC[C@H](C)N1Cc1nc(Cc2ccccc2Cl)no1	3	-0.3	0	-1	-11	-15	1	-1	-1	-10
CCc1ccc(NC2=NC(C(=O)NC3CCCCC3)CC(=O)N2)cc1 (stereo not given)	3	-0.1	2	-1	6	-5	3	-6	1	-2
Cc1cc2cc(CCNC(=O)C(C)C)c(=O)[nH]c2cc1C	-2	0.1	5	-3	3	-1	-4	2	6	1
CCC(CC)NC(=O)C1CCN(c2ccc(S(=O)(=O)N3CCOCC3)cc2[N+](=O)[O-])CC1	2	0.1	1	-1	-3	4	5	3	10	1
O=C(Cc1cn(-c2ccccc2)nc1-c1ccccc1)N1CCCCC1	1	0.2	-1	1	13	-4	6	-5	-2	12
COc1ccc(-c2cccc(NS(=O)(=O)c3cccc([N+](=O)[O-])c3)c2)nn1	0	-0.2	1	0	9	2	1	-5	-12	12
CCCOC(=O)c1ccc(-c2c(C)noc2-c2ccc(OC)cc2O)o1	-2	-0.6	4	4	-3	4	-4	1	10	-11
CCOC(=O)N1CCN(C(=O)C(NS(=O)(=O)c2cccc3nsnc23)c2ccccc2)CC1 (stereo not given)	0	0.1	-1	0	-11	-3	2	-4	-2	7
COc1ccc(-c2nc(CSCC(=O)NC3CCCC3)c(C)o2)cc1OC	2	0.2	0	-2	7	3	5	1	3	3
COc1ccccc1NC(=O)c1ccc(-n2cncn2)nc1	-1	0.3	-1	1	3	-2	-6	2	-3	2
C=CCC(Nc1ccco1)c1ccccc1 (stereo not given)	-1	-0.3	3	1	15	-2	4	1	-5	14
CCN(C(=O)COC(=O)c1cccnc1)c1cccc2ccccc12	3	-0.4	-2	-7	-4	-3	2	5	-3	-2
CC1C(=O)N(Cc2cn(CCC3OCCCO3)nn2)CCS(=O)(=O)N1Cc1ccc(-c2ccc(Cl)c(Cl)c2)cc1 (stereo not given)	-1	-0.9	0	2	0	3	9	0	-1	-12
COc1ccc(-c2csc(C(O)c3ccccc3)n2)cc1 (stereo not given)	-1	0.2	-3	-2	-2	0	0	4	-5	-6
Cc1cccc2cc(C3CC(c4cccs4)=NN3S(C)(=O)=O)c(Cl)nc12 (stereo not given)	1	0.9	0	-5	18	2	6	-2	-8	-11
Cc1cc(C)c(S(=O)(=O)N2CCOC2CNC(=O)C(=O)NCCCn2ccnc2)c(C)c1 (stereo not given)	-8	0.0	0	4	-13	0	-2	5	0	-2
CCn1nnnc1SCC(=O)c1ccc(C)cc1C	3	-0.1	2	1	2	6	-3	3	0	3
CCOC(=O)CSc1nc2sccc2c(=O)[nH]1	4	0.1	7	4	-1	-3	-6	-2	-4	5
CC1(C)CC2CC(C)(CN2C(=O)COC(=O)c2ccccc2C(F)(F)F)C1 (stereo not given)	-6	-0.3	0	4	-15	5	-1	12	-4	3
Cc1ccc(C(=O)CC(Nc2ccc(F)cc2)c2ccccc2)cc1 (stereo not given)	4	0.5	-2	-3	0	4	10	-6	-1	7
COC(=O)c1cc(CNC(=O)c2ccc(S(=O)(=O)N(C)c3ccccc3)cc2)ccc1OC	-1	0.5	-3	-6	5	7	1	4	-1	1
CCOP1(=O)C=C(C(C)(C)C)OC1c1ccc(F)cc1 (stereo not given)	0	-0.7	3	1	7	2	-1	0	-4	-1
CCOc1ccccc1OCC(=O)OCc1csc(CC(=O)Nc2ccccc2C)n1	-3	0.3	0	-2	-1	1	1	-3	-4	-1
CCc1noc(C)c1C(=O)Nc1nc(-c2ccc(OC)c(OC)c2)cs1	-1	-0.2	-1	4	13	-7	-4	-1	3	4
CCS(=O)(=O)Nc1cccc(-c2cc(-c3ccccc3)c3cc(C)ccc3n2)c1	-1	-1.5	1	-2	5	-3	6	-7	-1	-102
N#Cc1ccc(-c2ccccc2)nc1Sc1ccc(F)cc1	2	0.5	-1	3	4	-7	-6	-7	-3	2
Cc1ccc(C)c(NC(=O)c2ccccn2)c1	1	-0.2	4	2	-1	1	4	-3	0	-1
Cc1ccc(F)cc1-c1nc(NC(C)C)nc2cc(-c3ccccc3)sc12	6	-9.4	1	1	-7	-2	9	-4	5	-3
CCCCN(CCCC)C(=S)NC(=O)c1ccccc1Cl	9	-0.3	5	5	-7	-3	-8	-2	-1	-1
CC1CCN(S(=O)(=O)c2cccc(C(=O)O)c2)CC1	0	0.1	2	2	1	5	-1	2	3	5

Structures shown so far containing a furan ring, fused or not (4):
SMILES	LEDGF integ inh	KLK7 zymogen act	UHRF1 binding	PRMT1 inh	TDP2 absorb	DDE Tn7 FP inh	TCR-CD3 inh	MBD2 DNA inh	DDE Tn6 FP inh	SIAE inh
COc1ccc(Cl)cc1-c1cc(C(=O)NCc2ccco2)[nH]n1	-2	0.2	-1	1	0	5	1	-3	8	-6
O=C1C2ON(c3ccc(Cl)cc3)C(c3ccco3)C2C(=O)N1c1ccccc1 (stereo not given)	1	0.5	13	4	3	-1	0	5	8	5
CCCOC(=O)c1ccc(-c2c(C)noc2-c2ccc(OC)cc2O)o1	-2	-0.6	4	4	-3	4	-4	1	10	-11
C=CCC(Nc1ccco1)c1ccccc1 (stereo not given)	-1	-0.3	3	1	15	-2	4	1	-5	14

(list continues)
SMILES	LEDGF integ inh	KLK7 zymogen act	UHRF1 binding	PRMT1 inh	TDP2 absorb	DDE Tn7 FP inh	TCR-CD3 inh	MBD2 DNA inh	DDE Tn6 FP inh	SIAE inh
COc1ccc(OCC(O)CN2CCN(c3ccccc3)CC2)cc1 (stereo not given)	-2	-0.3	4	6	6	3	-5	4	1	0
COc1ccccc1N(O)C1CC(=O)N(c2ccc(F)cc2)C1=O (stereo not given)	2	6.3	-8	31*	10	7	1	-9	-8	5
O=C(Nc1ccc(Cl)cc1)N1CCc2ccccc2C1	1	0.2	0	1	-2	-1	7	1	-1	-2
CC(C)(C)NC(=O)CSc1ccc(S(=O)(=O)N2CCOCC2)cn1	-1	0.5	-4	-1	9	4	0	3	4	3
COc1cc(C(=O)N[C@H](C(=O)Nc2nnc(C3CC3)s2)C(C)C)cc(OC)c1OC	6	0.3	0	-3	-7	-1	5	4	-5	-1
CCc1nnc(NC(=O)CCC(=O)NC2CCCCC2)s1	-1	0.4	-1	0	-4	1	0	-2	1	-1
NNC(=O)CN1CCCc2ccccc21	1	2.8	-5	4	-3	-6	-3	-1	-1	2
COc1cccc(CN(CC(=O)NCc2ccc(F)cc2)C(=O)c2ccco2)c1	4	0.5	-1	0	8	-1	2	-3	-3	0
O=C(NCc1ccccn1)c1cccs1	0	-0.5	3	-1	-5	-9	3	6	-2	0
Cc1cc2ncc(-c3ncc(C(F)(F)F)cc3Cl)cn2n1	-2	0.4	5	4	-15	-7	-2	4	-7	-2
CCOC(=O)c1[nH]c(C=O)c(C(=O)OCC)c1C	3	0.4	1	-2	8	-3	5	-3	1	-10
COc1ccc(C(=O)NCc2ccc(S(N)(=O)=O)cc2)cc1[N+](=O)[O-]	4	0.2	0	-1	2	3	-8	0	0	6
COc1cccc(N2CCN(C(=O)c3cccc(NC4=NC5CS(=O)(=O)CC5S4)c3)CC2)c1 (stereo not given)	-1	0.4	-1	6	-3	-1	-1	3	1	-1
COCCCn1c(=O)c2ccccc2n(CC(=O)NC2CCCC2)c1=O	1	-0.4	1	0	5	4	11	-2	5	-4
c1ccc(C[n+]2csc3ccccc32)cc1	1	-0.2	-2	84*	-1	-1	-7	-2	-17	0
CC(C)NC(=O)C(C)Oc1ccc(S(=O)(=O)NCc2ccc3c(c2)OCO3)cc1 (stereo not given)	-5	0.5	1	1	-10	-3	8	-7	2	1
Cc1cccc(N(CC(=O)NCc2ccco2)C(=O)CNS(=O)(=O)c2ccc(F)cc2)c1	1	0.4	1	-1	5	-2	6	2	-8	11
COc1ccccc1NC(=O)C(=O)c1cn(CC(=O)N2CCOCC2)c2ccccc12	-3	-0.2	2	2	1	8	5	0	5	-8
CNC(=O)c1ccc(NC(=O)Nc2ccccc2)cc1	-1	0.1	-1	0	6	5	1	-4	3	-6

Source: PubChem (The Scripps Research Institute Molecular Screening Center)
